HCT116 PTEN-null – growth suppression of PTEN-null HCT116, primary screen, cell-based, CellTiter-Glo | HCT116 PTEN-null viability, 60 h; hits give low values | viability, % at 10 µM | 140,000 compounds, 1.2% hits;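 active = viability at or below a set limit, 4 SD under the median of all tested compounds, cut at about 3.7% in these data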;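 note: PTEN knockout HCT116 line with beta catenin targeted HCT116 as companion control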
NPY Y2 blocker – NPY-Y2 receptor antagonists, primary screen, cell-based. NPY-Y2 expressing cells, antagonist mode. inhibition, % at 2.7 µM. 140,000 compounds, 0.99% hits; in the data active = inhibition above about 17%;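 note: 0% = vehicle with agonist challenge and 100% = reference antagonist with challenge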
Target sequence (P49146 whole entry, looked up): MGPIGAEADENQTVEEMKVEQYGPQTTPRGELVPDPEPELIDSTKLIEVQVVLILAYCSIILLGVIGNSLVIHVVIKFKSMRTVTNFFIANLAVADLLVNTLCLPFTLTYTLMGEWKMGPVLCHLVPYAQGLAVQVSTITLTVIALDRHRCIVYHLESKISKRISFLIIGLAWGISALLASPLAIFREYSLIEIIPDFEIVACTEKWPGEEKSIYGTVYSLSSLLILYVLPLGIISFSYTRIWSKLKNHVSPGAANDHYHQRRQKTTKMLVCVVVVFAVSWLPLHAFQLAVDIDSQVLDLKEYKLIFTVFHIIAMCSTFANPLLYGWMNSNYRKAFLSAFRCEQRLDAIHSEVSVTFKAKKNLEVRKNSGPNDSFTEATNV
GALR2 antag – GALR2 antagonists in receptor-expressing cells, primary screen; Galanin receptor type 2 (Homo sapiens), O43603; antagonist mode; inhibition, % at 4 µM; 140,000 compounds, 0.39% hits; AID 828, 2007; in the data active = inhibition above about 27%;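 note: cells stimulated with galanin 1-16 at roughly its EC80; 0% = agonist challenge control and 100% = basal control without agonist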
Target sequence (O43603 whole entry, looked up): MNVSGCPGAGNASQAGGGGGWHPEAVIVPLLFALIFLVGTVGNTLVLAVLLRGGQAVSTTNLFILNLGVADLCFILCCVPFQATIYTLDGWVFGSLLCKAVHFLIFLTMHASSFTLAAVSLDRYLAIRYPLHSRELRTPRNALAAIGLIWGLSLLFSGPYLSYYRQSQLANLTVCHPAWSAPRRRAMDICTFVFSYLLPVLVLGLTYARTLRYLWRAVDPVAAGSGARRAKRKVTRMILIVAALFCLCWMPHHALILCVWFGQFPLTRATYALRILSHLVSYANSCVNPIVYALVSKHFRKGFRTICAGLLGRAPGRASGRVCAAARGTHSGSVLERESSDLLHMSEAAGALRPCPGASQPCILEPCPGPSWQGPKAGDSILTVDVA
MRP1 act – H69AR viability gain despite doxorubicin, primary screen, MRP-1 activator project, H69AR cells, CellTiter-Glo; viability increase, % at 10 µM; viability rescue; 140,000 compounds, 0.61% hits;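 active = viability gain under doxorubicin at or above a set limit, the compound median plus 3 SD, cut at about 4.7% in these data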;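 note: MRP-1 overexpressing cells given doxorubicin 25 µM after compound pretreatment; 18-22 h compound pretreatment then 72 h with doxorubicin before readout; 0% = doxorubicin-only wells and 100% = vehicle-treated cells without doxorubicin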
Phagocyt inh – inhibitors of macrophage phagocytosis, primary screen, imaging, J774A.1 cells, IgG beads; J774A.1 macrophage IgG-bead phagocytosis; inhibition, % at 5 µM; 110,000 compounds, 0.07% hits; AID 1029, 2008;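 active = inhibition above the mean of the plate negative controls plus 5 SD, cut at about 13% in these data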;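 note: phagocytic index as fraction of beads internalized from green versus red external bead signal; plate controls were DMSO negative control for no effect and cytochalasin-D positive control for full effect; some results beyond the cut were filed as inactive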
E-sel TNF inh – E-selectin induction blockers in HUVEC – imaging, immunofluorescence, high content, primary screen; inhibition, % at 2 µM; HUVEC TNFa-induced E-selectin immunofluorescence; 120,000 compounds, 0.71% hits;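 active = inhibition above the batch mean plus 3 SD, and confirmed as a hit on visual image review, cut at about 43% in these data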;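 note: 0% = TNF-stimulated DMSO wells and 100% = unstimulated control wells; not every result past the cut was called active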
Yeast life ext – compounds extending yeast replicative lifespan, primary screen, S. cerevisiae, OD615 | S. cerevisiae growth with nicotinamide; deaD strain in restrictive glucose medium | inhibition of the nicotinamide effect, % at 10 µM | 130,000 compounds, 0.68% hits;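 active = inhibition above a set limit, placed 3 SD over the median of all compounds, cut at about 26% in these data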;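 note: 0% = nicotinamide-treated wells and 100% = cells grown without nicotinamide; some compounds called inactive have numbers as strong as hits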
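assay system = DeaD-strain S. cerevisiae | buffer or medium = restrictive glucose medium | reagent = 1.5 mM nicotinamide | compound = 10 µM single point, 0.25% DMSO | incubation = 48 h compound exposure at 30 °C, humidified | signal = OD615 measurement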
Measles CPE – compounds protecting cells from measles virus cytopathic effect, primary screen, measles RdRp inhibitor project, single point, MLSMR library, absorbance. Measles virus-infected cells, CPE protection. protection (pct of control), % at 4 µM. 140,000 compounds, 1.5% hits. AID 841, 2007; in the data active = protection mostly above about 24%, no sharp cut-off; inactive = mostly below about 26%; note: some compounds called inactive have numbers as strong as hits
Yeast growth inh – growth inhibitors of yeast BB579 in restrictive medium, primary screen, yeast lifespan-shortening project, S. cerevisiae | OD615, 48 h | inhibition, % at 10 µM | 140,000 compounds, 0.51% hits;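 active = inhibition above a set limit, 3 SD over the mean compound inhibition, cut at about 44% in these data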; note: inactives centre near -24
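Test system: S. cerevisiae DeaD strain BB579 yeast; Medium: restrictive CSMM-D medium; Compound: one dose, 10 µM compound with 0.25% DMSO; Incubation: 4 h cell preincubation, 48 h compound exposure, 30 °C humidified; Signal: OD at 615 nm; Benchmarks: amphotericin B at 10 µg/mL as positive control.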
bCat KO growth – primary screen for growth suppressors in beta-catenin knockout HCT116 cells (colon tumor, human). HCT116 beta-catenin knockout viability, CellTiter-Glo, 60 h; hits give low values. 140,000 compounds, 1.5% hits. viability, % at 10 µM;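 active = viability at or under a set limit, the compound median less 4 SD, cut at about 6% in these data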;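 note: 0% = Hyamine 1622 control at 20 µM and 100% = untreated cell control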
Numbers without * were called inactive; · = no result given.

(1) COc1ccc(-n2c(C)nn(C)c2=O)cc1
(2) CSc1nc(C)cc(SCC(=O)Nc2ccc(Cl)cc2Cl)n1
(3) Clc1ccc(OCc2cnc(Cl)s2)cc1
(4) Cc1ccc(S(=O)(=O)CC(=O)N(C)C)cc1
(5) Cc1nn(C)cc1CNC(=O)c1ccccc1Br
(6) O=C1CN(C(=O)CSc2nc3ccccc3n2CCc2ccccc2)c2ccccc2N1
(7) CCSc1nnc(NC(=O)CC)s1
(8) COC(=O)c1cc2occc2n1Cc1nc(-c2ccc(Cl)cc2)oc1C
compound no.,1,2,3,4,5,6,7,8
Yeast growth inh,-13,-63,-38,-22,-9,-28,-28,-32
bCat KO growth,103,99,89,97,103,80,99,79
Yeast life ext,-20,·,-20,0,-13,2,-6,18
GALR2 antag,2,7,-10,4,5,-3,-8,5
Phagocyt inh,·,·,-2,·,0,-6,1,·
NPY Y2 blocker,-2,6,8,0,1,5,16,3
E-sel TNF inh,37,-25,-6,3,-17,·,·,-29
MRP1 act,0.1,-2.6,0.3,-1.1,0.3,-1.8,0.5,-1.8
HCT116 PTEN-null,92,44,93,102,95,89,96,93
Measles CPE,6,4,3,3,5,3,3,5

Just MRP1 act, NPY Y2 blocker and Measles CPE, for some of the entries so far:
item	mol	MRP1 act	NPY Y2 blocker	Measles CPE
1	COc1ccc(-n2c(C)nn(C)c2=O)cc1	0.1	-2	6
2	CSc1nc(C)cc(SCC(=O)Nc2ccc(Cl)cc2Cl)n1	-2.6	6	4
3	Clc1ccc(OCc2cnc(Cl)s2)cc1	0.3	8	3
4	Cc1ccc(S(=O)(=O)CC(=O)N(C)C)cc1	-1.1	0	3
5	Cc1nn(C)cc1CNC(=O)c1ccccc1Br	0.3	1	5

The listing continues.
(9) O=C(Nc1cccc(C(F)(F)F)c1)C(Sc1ncnc2ccccc12)c1ccccc1 (configuration not stated)
(10) CCCCN(C)CCCNC(=O)CN1C(=O)CSc2ccc(S(=O)(=O)N3CCOCC3)cc21
(11) COc1ccc(NS(=O)(=O)c2ccc3oc4ccccc4c3c2)cn1
(12) O=C(Nc1nnc(C2CC2)s1)c1cc(-c2ccccc2)nn1-c1ccccc1
(13) NC(=O)CSc1nnc(-c2ccco2)n1N
(14) COc1ccccc1OCC(=O)Nc1ccc(S(=O)(=O)Nc2nc(C)cc(C)n2)cc1
(15) C=CCOC(=O)c1ccc(-n2cncn2)nc1
(16) CCCS(=O)(=O)N1CCN(C(=O)c2ccccc2F)CC1
compound no.,9,10,11,12,13,14,15,16
Yeast growth inh,-39,-31,-27,-23,-27,-19,-31,-32
bCat KO growth,65,89,86,93,101,103,98,97
Yeast life ext,0,1,6,-8,-4,-6,-3,-3
GALR2 antag,10,3,18,3,-1,-9,4,1
Phagocyt inh,-11,1,2,0,0,0,0,·
NPY Y2 blocker,2,3,10,1,3,0,2,3
E-sel TNF inh,-2,0,6,97*,1,-6,6,-14
MRP1 act,-2.5,-1.9,-2.6,0.1,0.4,-0.2,-0.2,-2.2
HCT116 PTEN-null,62,92,83,87,106,96,106,105
Measles CPE,5,4,17,5,29,12,5,5

(17) Cc1cccc(NC(=O)/C(=C/c2cccc([N+](=O)[O-])c2)NC(=O)c2cccs2)c1
(18) CC(=O)c1cc2c(cc1NC(=O)CCn1cccc1)OCO2
(19) COc1ccc(OC)c(NC(=O)CNC(=O)Cn2ccc3ccccc3c2=O)c1
(20) c1ccc2c(c1)NC(c1ccncc1)n1c-2nc2ccccc21 (configuration not stated)
(21) COc1cc(SC)ccc1C(=O)Nc1ccc2c(c1)CCN2S(C)(=O)=O
(22) O=C(Cc1c[nH]c2ccccc12)Nc1nccs1
(23) O=C(NC1CCCCC1)C(c1cccs1)N(CC1CCCO1)C(=O)c1csnn1 (configuration not stated)
(24) COc1ccc2nc(C)[nH]c(=O)c2c1
compound no.,17,18,19,20,21,22,23,24
Yeast growth inh,-32,-15,-77,41,-39,23,-1,-36
bCat KO growth,90,95,100,86,94,85,90,94
Yeast life ext,3,-6,-8,-12,-3,5,-6,0
GALR2 antag,-7,4,-1,8,12,15,8,-5
Phagocyt inh,-3,0,0,·,-1,-1,1,-2
NPY Y2 blocker,2,0,3,7,3,-1,2,4
E-sel TNF inh,-5,·,·,-6,-14,-16,6,44
MRP1 act,-0.6,-1.2,-0.8,-1.4,0.8,-1.0,-4.3,-0.1
HCT116 PTEN-null,85,85,103,88,94,77,87,102
Measles CPE,10,5,4,2,4,4,7,6

(25) Cc1ccc(C(=O)Nc2cccnc2)cc1S(=O)(=O)N1CCOCC1
(26) CCOC(=O)c1c(NC(=O)c2cc(-c3cccc(O)c3)on2)sc(C(C)=O)c1C
(27) COc1ccc(N2CCN(C(=O)Cc3ncc(C(F)(F)F)cc3Cl)CC2)cc1
(28) Cc1sc2ncnc(N[C@@H](CCC(=O)O)C(=O)O)c2c1C
(29) Cc1nnc(NC(=O)CSc2nnc(Cc3cccn3C)n2-c2ccccc2)s1
(30) COc1cc(OC)cc(C(=O)N/N=C/c2ccc(OC)c(COc3ccc(F)cc3)c2)c1
(31) CCCc1nc2c(=O)[nH]c3ccccc3c2o1
(32) Cc1ccc(NC(=O)CNc2cccc(C)c2C)c(C)c1
compound no.,25,26,27,28,29,30,31,32
Yeast growth inh,-1,-16,-28,-34,-55,-24,-40,-16
bCat KO growth,102,87,92,97,100,10,90,83
Yeast life ext,-1,0,-1,-1,-3,-15,-8,-5
GALR2 antag,1,4,-1,4,2,0,19,-13
Phagocyt inh,0,·,0,-1,0,7,-2,-2
NPY Y2 blocker,3,0,0,1,3,12,1,1
E-sel TNF inh,5,-3,-3,21,9,-3,1,9
MRP1 act,-0.5,-2.2,-0.3,0.5,-0.9,-3.1,-3.5,-1.1
HCT116 PTEN-null,85,80,88,99,92,10,89,92
Measles CPE,8,21,2,12,12,3,5,10

From entry 28 up to 30, as listed above:
(28) Cc1sc2ncnc(N[C@@H](CCC(=O)O)C(=O)O)c2c1C
(29) Cc1nnc(NC(=O)CSc2nnc(Cc3cccn3C)n2-c2ccccc2)s1
(30) COc1cc(OC)cc(C(=O)N/N=C/c2ccc(OC)c(COc3ccc(F)cc3)c2)c1
compound no.,28,29,30
Yeast growth inh,-34,-55,-24
bCat KO growth,97,100,10
Yeast life ext,-1,-3,-15
GALR2 antag,4,2,0
Phagocyt inh,-1,0,7
NPY Y2 blocker,1,3,12
E-sel TNF inh,21,9,-3
MRP1 act,0.5,-0.9,-3.1
HCT116 PTEN-null,99,92,10
Measles CPE,12,12,3

Later entries
(33) CCOc1ccccc1NC(=O)C1CCCN(C(=O)Nc2ccccc2)C1 (configuration not stated)
(34) CCOC(=O)c1nn(-c2ccccc2F)c2nc(Nc3ccccc3)cc(=O)n12
(35) CCc1ccccc1NC(=S)/N=C(\N)Nc1nc(C)c2cc(C)ccc2n1
(36) CCOC(=O)c1c(C)[nH]c(NC(=O)Nc2c(C)n(C)n(-c3ccccc3)c2=O)c1C
(37) Cc1ccc(N2CC(C(=O)OCC(=O)C(C)(C)C)CC2=O)cc1 (configuration not stated)
(38) O=S1(=O)CCC(N=Cc2cc(Br)ccc2O)C1 (configuration not stated)
(39) CC(=O)Nc1ccc(N(C(=O)Cc2c[nH]c3ccccc23)C(C(=O)NC2CCCCC2)c2ccco2)cc1 (configuration not stated)
(40) Cc1cc(-c2nnc3sc(C4CCCCC4)nn23)n[nH]1
(41) COCCSc1ccccc1C(=O)Nc1cc(C)on1
(42) CCCn1nc(NC(=O)c2ccccn2)c2cc3cc(C)ccc3nc21
compound no.,33,34,35,36,37,38,39,40,41,42
Yeast growth inh,-31,-46,-14,-1,-34,-3,0,-38,-62,-29
bCat KO growth,98,94,54,96,99,113,89,108,103,97
Yeast life ext,·,1,-3,16,-8,21,1,8,-5,-5
GALR2 antag,0,-11,-1,-8,-6,-8,3,-5,-1,-2
Phagocyt inh,·,-3,-7,1,0,0,-6,-1,0,6
NPY Y2 blocker,1,8,5,2,2,0,2,3,-2,1
E-sel TNF inh,9,·,4,-10,·,-2,3,-11,-11,9
MRP1 act,-2.4,0.9,-3.5,-1.0,-0.1,-1.9,0.9,-0.7,-0.8,-3.1
HCT116 PTEN-null,91,90,53,87,97,102,89,102,108,105
Measles CPE,14,7,2,6,6,32,6,8,4,4
